Source: PubChem BioAssay (several laboratories)
UGM FP inh = inhibitors of M. tuberculosis UDP-galactopyranose mutase. actives 0.06% (n = 320,000). inhibition, % at 10 µM. purified UGM, fluorescence polarization probe displacement. AID 504406; in the data active = inhibition above about 10%, passing the limit was not always enough; inconclusive = no clear call, values can overlap the other calls
Target sequence (P9WIQ1 whole entry, looked up): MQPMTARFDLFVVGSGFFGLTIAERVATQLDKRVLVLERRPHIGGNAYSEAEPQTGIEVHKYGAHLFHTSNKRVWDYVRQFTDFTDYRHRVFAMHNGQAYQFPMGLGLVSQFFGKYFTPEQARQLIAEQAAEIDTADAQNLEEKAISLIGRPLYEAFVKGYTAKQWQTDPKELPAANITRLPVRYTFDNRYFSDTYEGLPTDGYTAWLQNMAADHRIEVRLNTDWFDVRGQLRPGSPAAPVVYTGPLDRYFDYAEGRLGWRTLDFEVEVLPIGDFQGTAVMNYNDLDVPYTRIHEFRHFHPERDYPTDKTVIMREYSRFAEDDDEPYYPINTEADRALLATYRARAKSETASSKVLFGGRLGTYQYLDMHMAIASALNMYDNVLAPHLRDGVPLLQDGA
BioA inh = BioA (M. tuberculosis) enzyme inhibition; purified M. tuberculosis BioA enzyme, plate reader; actives 0.096% (n = 360,000); inhibition, % at 9.99 µM; AID 602481; in the data active = inhibition above about 40%; inconclusive = no clear call, values can overlap the other calls
BoNT F protease = inhibitors of Botulinum neurotoxin F light chain protease. inhibition, % at 10 µM. Multiplex microsphere protease cleavage assay, flow cytometry. actives 0.22% (n = 360,000); in the data active = inhibition above about 35%, passing the limit was not always enough; inconclusive = no clear call, values can overlap the other calls; note: plate controls were buffer without enzyme for full effect and enzyme alone for no effect
BoNT A protease = inhibitors of Botulinum neurotoxin A light chain protease | multiplex microsphere protease substrate cleavage, flow cytometry | inhibition, % at 10 µM | actives 0.17% (n = 360,000) | AID 588499; note: plate controls were buffer without enzyme for full effect and enzyme alone for no effect
FBA Mtb inh = Mtb fructose-bisphosphate aldolase inhibition | inhibition, % at 1 µM | purified M. tuberculosis FBA, fluorescence read-out | AID 588726 | P9WQA3 | actives 2.3% (n = 360,000); in the data active = inhibition above about 27%;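 note: 0% = vehicle and 100% = reference inhibitor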
Target sequence (P9WQA3 whole entry, looked up): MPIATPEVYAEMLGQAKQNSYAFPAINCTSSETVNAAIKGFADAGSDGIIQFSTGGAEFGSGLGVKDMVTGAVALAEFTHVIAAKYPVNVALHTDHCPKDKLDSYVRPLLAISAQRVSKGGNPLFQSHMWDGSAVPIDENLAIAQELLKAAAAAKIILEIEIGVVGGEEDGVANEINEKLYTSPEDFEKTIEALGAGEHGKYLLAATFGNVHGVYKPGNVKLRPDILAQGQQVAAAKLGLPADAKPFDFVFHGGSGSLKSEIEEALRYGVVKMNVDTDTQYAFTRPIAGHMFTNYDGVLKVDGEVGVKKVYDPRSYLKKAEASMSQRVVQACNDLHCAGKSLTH
FadD28 binding = inhibitors of Mycobacterium tuberculosis FadD28 bisubstrate binding. actives 0.22% (n = 360,000). FadD28 bisubstrate probe binding, fluorescence polarization. inhibition, % at 12.5 µM; in the data active = inhibition above about 8.5%, passing the limit was not always enough; inconclusive = no clear call, values can overlap the other calls
GDH-TPI inh = inhibits GDH-TPI coupling enzymes, artifact for Mtb FBA screen; GDH-TPI coupled enzyme counterscreen, NADH absorbance; inhibition, % at 4.8 µM; actives 1.2% (n = 360,000); AID 588335; in the data active = inhibition above about 30%;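 note: 0% = DMSO wells and 100% = wells lacking the enzyme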
Anthrax LF inh2 = inhibitors of Bacillus anthracis lethal factor protease | actives 0.12% (n = 360,000) | multiplex microsphere protease cleavage assay, LF | AID 588501 | inhibition, % at 10 µM; note: plate controls were buffer without enzyme for full effect and enzyme alone for no effect
PfHsp40 yeast = compounds rescuing yeast from Plasmodium falciparum HSP40 toxicity. S. cerevisiae expressing PfHsp40, growth rescue, ATP luminescence. growth rescue, % at 12.5 µM. actives 0.68% (n = 340,000); in the data active = growth rescue above about 28%, passing the limit was not always enough; inconclusive = no clear call, values can overlap the other calls;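 note: yeast W303a lacking pdr1 and pdr3 grown in galactose medium; growth measured after three days at 30 °C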
The depositor's hits bear a star; ? = inconclusive; / = not tested or not shown; + = active, no number. Cut-off read from the data, not from the text of the source, unless noted: active = inhibition above about 30%; inconclusive = no clear call, values can overlap the other calls; inactive = below that.

1	C(=N\n1cnnc1)/C1CCCCC1
2	Cn1cc(S(=O)(=O)N2CCN(Cc3ccccc3)CC2)c(=O)n(C)c1=O
3	CCOc1ccc(Nc2nc(N3CCOCC3)nc(N3CCOCC3)n2)cc1
4	CCOC(=O)c1sc(NC(=O)CNCc2cccnc2)c(C(=O)OCC)c1C
5	CN(C)c1ccc(C(=O)NCC2CCCO2)cc1 (configuration not stated)
6	CCC(C)(C)n1nnnc1C(c1cc2cccc(C)c2[nH]c1=O)N1CCN(C(=O)c2ccco2)CC1 (configuration not stated)

assay / entry,1,2,3,4,5,6
UGM FP inh,0.4,-0.1,0.3,-4.0,-0.7,2.4
BioA inh,-1.3,0.2,-0.5,/,-5.0,-1.7
BoNT F protease,-3,-12,/,10,-17,-3
BoNT A protease,0.2,0.8,/,0.7,0.5,-0.6
FBA Mtb inh,-2,5,6,4,-1,0
FadD28 binding,1.2,-0.2,0.1,0.9,0.3,-1.1
GDH-TPI inh,4,11,19,0,6,15
Anthrax LF inh2,-8,-12,/,9,-9,2
PfHsp40 yeast,-0.7,0.3,6.2,15,-0.5,-0.9

Complete entries from above.
Profile of CCC(C)(C)n1nnnc1C(c1cc2cccc(C)c2[nH]c1=O)N1CCN(C(=O)c2ccco2)CC1 (configuration not stated) = UGM FP inh: 2.4; BioA inh: -1.7; BoNT F protease: -3; BoNT A protease: -0.6; FBA Mtb inh: 0; FadD28 binding: -1.1; GDH-TPI inh: 15; Anthrax LF inh2: 2; PfHsp40 yeast: -0.9
Profile of CN(C)c1ccc(C(=O)NCC2CCCO2)cc1 (configuration not stated) = UGM FP inh: -0.7; BioA inh: -5.0; BoNT F protease: -17; BoNT A protease: 0.5; FBA Mtb inh: -1; FadD28 binding: 0.3; GDH-TPI inh: 6; Anthrax LF inh2: -9; PfHsp40 yeast: -0.5

New compounds follow
7	C=CCNC(=O)CN1C2CCCC1CC(NC(=O)c1ccccc1C)C2 (configuration not stated)
8	COc1ccc(CCNC(=O)Cc2ccc(OCc3ccccc3)c(OC)c2[N+](=O)[O-])cc1OCc1ccccc1
9	O=C(NCc1ccc(F)cc1)C(c1ccccc1)N(CC1CCCO1)C(=O)Cn1nnc2ccccc21 (configuration not stated)
10	CC(=O)Nc1nc(-c2ccccc2)cc(-c2ccco2)c1C#N
11	Cc1noc(C)c1C(=O)OCC(=O)NC(=O)c1ccc(C(C)(C)C)cc1
12	O=C1CCC(C(=O)N2CCSCC2)CN1Cc1cccc(C(F)(F)F)c1 (configuration not stated)

assay / entry,7,8,9,10,11,12
UGM FP inh,-0.9,-0.2,-0.7,1.2,/,0.7
BioA inh,-1.0,/,0.8,-0.9,-3.3,0.3
BoNT F protease,-2,-4,8,-14,-2,-9
BoNT A protease,0.3,-0.3,-0.2,-0.7,0.3,-2.2
FBA Mtb inh,-1,-6,20,+,3,-1
FadD28 binding,0.1,-3.4,-4.0,-0.7,-0.4,-1.7
GDH-TPI inh,10,-9,9,16,7,-1
Anthrax LF inh2,1,-2,5,-6,-6,-1
PfHsp40 yeast,-0.9,0.4,-2.6,-0.7,/,3.6

13	CSc1ccccc1OCc1cc(C(=O)NCCc2nc(C)cc(C)n2)no1
14	O=C(COc1coc(CN2CCN(c3ccc(F)cc3)CC2)cc1=O)NC1CCCCC1
15	O=c1c2ccccc2nc(/C=C/c2ccc(O)cc2)n1CCc1ccccc1
16	N#Cc1c(NC(=O)CN2C(=O)c3ccccc3C2=O)oc(-c2ccccc2)c1-c1ccccc1
17	CCOc1cc(/C=N\Nc2nc(-c3ccc(C)cc3)c(NC(C)=O)s2)ccc1O
18	CCNC(=S)N1CCNC(=O)C1CC(=O)OC (configuration not stated)

assay / entry,13,14,15,16,17,18
UGM FP inh,/,/,-1.2,0.9,-1.0,0.7
BioA inh,15,0.8,-0.1,0.5,/,-2.9
BoNT F protease,-2,3,6,-2,-10,0
BoNT A protease,-2.4,-2.6,-0.2,-0.3,0.1,-0.2
FBA Mtb inh,0,1,6,-7,7,6
FadD28 binding,-1.0,-1.0,-0.8,-2.2,-4.6,1.9
GDH-TPI inh,3,0,11,11,-9,0
Anthrax LF inh2,0,1,-1,-5,-2,1
PfHsp40 yeast,1.5,0.6,0.7,-1.1,0.4,0.5

19	O=C(CC1C(=O)N(c2ccccc2)C(=O)N1C1CCCCC1)Nc1ccccc1 (configuration not stated)
20	Cc1ccc(N(CCC#N)C(=O)COC(=O)C2=COCCO2)cc1
21	Clc1ccc(Cc2noc(-c3cccs3)n2)cc1
22	Cc1ccc(C2(O)CN(c3ccccc3C)C3=[N+]2CCS3)cc1 (configuration not stated)
23	Cc1cc(O)c(Sc2ncn[nH]2)cc1NS(=O)(=O)c1ccc(Cl)cc1
24	COc1ccc(CN2CCn3ncc(C(=O)Nc4cccc(C)c4)c3C2=O)cc1

assay / entry,19,20,21,22,23,24
UGM FP inh,-1.8,-0.3,-0.1,0.1,3.1,-2.1
BioA inh,/,-0.5,-0.7,/,-9.7,6.0
BoNT F protease,4,24,1,-7,1,-29
BoNT A protease,0.3,?,0.4,-0.2,-0.1,0.7
FBA Mtb inh,0,0,0,0,4,5
FadD28 binding,-0.1,0.4,-4.8,-3.4,0.5,-3.4
GDH-TPI inh,6,-2,13,-2,16,15
Anthrax LF inh2,-1,?,-3,-3,3,0
PfHsp40 yeast,0.9,-1.1,-1.0,-0.3,-0.5,1.3

25	Cc1sc2ncnc(N3CCC(C(=O)N(C)CC(=O)Nc4cccc(F)c4)CC3)c2c1C
26	CC(C)(C)c1ccc(-c2cc(-c3ccccc3O)[nH]n2)cc1
27	O=c1[nH]cnc2nn(-c3ccccc3)nc12
28	COc1cc2ccccc2cc1C(=O)NNC(=O)c1ccccc1O
29	CCOC(=O)C1(Cc2cccc(OC)c2)CCN(Cc2ccon2)CC1
30	CC(C)Cn1c(-c2ccc(F)cc2)n[nH]c1=S

assay / entry,25,26,27,28,29,30
UGM FP inh,/,0.1,0.4,-4.5,-0.5,-0.2
BioA inh,1.0,-2.3,-0.8,-1.4,-2.6,/
BoNT F protease,-2,?,-10,-13,-1,-10
BoNT A protease,-0.1,3.4,0.1,-2.7,0.6,-1.1
FBA Mtb inh,2,0,99*,1,-1,1
FadD28 binding,-0.8,-7.0,-0.3,-2.6,-0.9,0.5
GDH-TPI inh,7,-2,19,10,20,-3
Anthrax LF inh2,1,8,-8,-4,-4,11
PfHsp40 yeast,/,34*,0.1,-0.2,0.4,-1.9

31	Cc1cccc2cc(CN(CCCN3CCOCC3)Cc3nnnn3C(C)(C)C)c(=O)[nH]c12
32	CC(=O)/C=C/c1ccc(C)o1
33	COC(=O)CN1C(=O)C(O)(CC(=O)c2ccc(C)cc2)c2ccccc21 (configuration not stated)
34	O=C(Nc1nccs1)C(Cl)(Cl)Cl
35	NC(=O)Cn1nc(C(F)(F)F)c2c1CCCC2
36	Cc1ccccc1CNC(=O)C(C)Sc1ccccc1 (configuration not stated)

assay / entry,31,32,33,34,35,36
UGM FP inh,-1.4,1.8,1.3,-0.7,0.4,/
BioA inh,-1.2,-1.1,2.0,/,-0.9,-1.3
BoNT F protease,-4,0,28,-6,-3,-8
BoNT A protease,-0.5,0.0,1.1,-0.4,-0.6,-0.6
FBA Mtb inh,-5,-3,5,0,2,0
FadD28 binding,-2.6,1.6,-0.7,0.2,-3.7,-1.4
GDH-TPI inh,11,3,7,-2,2,7
Anthrax LF inh2,2,-4,3,-2,-1,-1
PfHsp40 yeast,-0.3,0.9,-2.5,0.2,-0.5,/

37	Cc1cccc(Cn2nnc3c2C(=O)c2ccccc2C3=O)c1
38	O=C(NNC(=O)c1cc(-c2ccncc2)nc2ccccc12)c1ccccc1O
39	Cn1nnc2c(NCc3ccco3)nccc21
40	COc1cccc(-c2cnc(NCc3cc(Cl)ccc3O)n2C)c1
41	Cc1cccc(COCC(Cc2ccccc2)N2CCN(C(=O)c3ccc(Cl)c(Cl)c3)CCC2=O)c1 (configuration not stated)
42	COc1ccc(CN(C)C(c2ccccc2)c2nnnn2-c2ccccc2C)c(OC)c1C (configuration not stated)

assay / entry,37,38,39,40,41,42
UGM FP inh,3.9,-1.4,3.1,0.0,0.6,-5.2
BioA inh,0.1,-1.2,1.5,-0.6,-0.5,0.8
BoNT F protease,-3,-1,-3,-18,-7,-17
BoNT A protease,-0.2,2.3,-1.2,-2.1,0.5,-0.6
FBA Mtb inh,-4,-5,64*,3,-1,-3
FadD28 binding,-1.4,-4.7,-2.6,-3.3,-1.4,-2.4
GDH-TPI inh,10,21,-3,6,-2,-13
Anthrax LF inh2,-2,-2,1,-14,-1,-4
PfHsp40 yeast,-1.0,0.9,-0.6,0.2,6.6,8.7

43	CCOc1ccccc1N1CCN(Cc2cc3c(cc2[N+](=O)[O-])OCO3)CC1
44	CCOCCCNS(=O)(=O)c1ccc2c(c1)CCN2C(=O)CC
45	Cc1ccc(NS(=O)(=O)c2ccc(NS(=O)(=O)c3cccs3)cc2)cc1
46	Cc1ccc(Nc2nc(-c3ccc(S(=O)(=O)N4CCOCC4)cc3)cs2)cc1
47	Cc1ccc(-c2nc3ccccc3c(=O)n2NC(=O)COc2ccccc2)cc1
48	CC(=O)Nc1ccc2c(c1)CCCC2

assay / entry,43,44,45,46,47,48
UGM FP inh,-0.3,-5.1,0.9,0.5,-1.2,0.1
BioA inh,-0.7,-0.8,2.4,-2.3,/,/
BoNT F protease,?,-17,-2,-7,2,-1
BoNT A protease,1.2,0.5,0.2,0.2,0.1,-0.8
FBA Mtb inh,-1,-3,-2,6,0,2
FadD28 binding,0.0,-2.5,-1.8,-0.5,-0.3,1.2
GDH-TPI inh,9,-4,-4,4,0,-10
Anthrax LF inh2,-10,0,4,-1,-1,-4
PfHsp40 yeast,-1.0,0.5,-0.1,0.0,-1.2,0.4

49	COC(=O)Cc1ccc(NC(=S)NCc2cccc(OC)c2)cc1
50	CCC1CCc2c(sc(NC(=O)c3cnccn3)c2C(N)=O)C1 (configuration not stated)
51	CS(=O)(=O)N1CCN=C1SCc1cccc(F)c1
52	CCOC(=O)Cn1c(=O)oc2cc(S(=O)(=O)NCc3ccccn3)ccc21
53	Brc1ccc(OCCN2CCOCC2)cc1
54	CC(C)(C)NC(=O)CSc1nncn1-c1ccccc1
55	CNS(=O)(=O)c1ccc(NC(=O)Nc2ccc3c(c2)OCO3)cc1
56	Cc1ccc(-c2noc(-c3cccs3)n2)cc1

assay / entry,49,50,51,52,53,54,55,56
UGM FP inh,0.3,-1.2,3.6,1.3,-3.2,-0.9,-1.1,0.2
BioA inh,/,-0.1,0.2,-3.4,-0.3,/,-0.4,-0.4
BoNT F protease,-3,9,2,-3,-10,6,-17,-6
BoNT A protease,-0.4,-6.0,-0.7,-1.1,-2.3,1.0,-1.2,-0.6
FBA Mtb inh,-1,-2,-1,6,-1,-5,3,0
FadD28 binding,5.1,-0.5,-3.9,0.3,-1.2,-3.7,-0.7,-0.4
GDH-TPI inh,-1,1,5,9,9,-11,4,-3
Anthrax LF inh2,-4,11,0,-6,-4,0,2,-1
PfHsp40 yeast,0.7,-0.5,1.0,0.3,0.4,0.1,-1.4,-0.4
